Myeloid diff MLP: induction of myeloid progenitor differentiation, primary screen, cell-based, flow cytometry, MLPCN library | calls only at 10 µM | actives 1% (n = 360,000) | ER-HoxA9 myeloid progenitors, lysozyme-GFP differentiation;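 active = normalized GFP-positive differentiation at or above the plate's own cutoff, the solvent-only control mean plus 3 SD; inconclusive = no clear call, values can overlap the other calls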;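 note: cells exposed to compound for four days before flow analysis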
MgcRacGAP inhibition: MgcRacGAP GTPase-activating activity inhibitors, confirmation, biochemical, ADP Hunter fluorescence | Rac GTPase-activating protein 1 (Homo sapiens) | MgcRacGAP-stimulated Rac1 GTP hydrolysis, ADP Hunter fluorescence; higher % means a stronger effect; GST-tagged Rac1 F28L mutant substrate | inhibition, % at 30 µM; hits with a dose series show IC50 in µM | actives 0.6% (n = 340,000) | AID 624330, 2012;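 active = first-screen hits whose inhibition reached a set limit at any dose in the follow-up dose series; inconclusive = inhibition above the set first-screen limit but never retested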;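 note: fluorescence reports GDP produced by GAP-driven GTP hydrolysis; strong numbers were not always called active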
Large T inhibition: SV40 large T antigen inhibitors, biochemical (AID 1903); actives 0.39% (n = 310,000); one-dose inhibition, % at 20 µM; IC50 in µM for titrated hits; SV40 large T antigen ATPase/helicase inhibition assay; higher % means a stronger effect; in the data active = a potency from the dose series; inconclusive = inhibition mostly from about 32% at the one dose, without a potency; inactive = the rest, 99 in 100 with inhibition below about 32%; note: strong numbers were not always called active
NTR1 agonist: agonists of NTR1, primary screen, imaging, U2OS cells, beta-arrestin-GFP, high content (AID 493036); Neurotensin receptor type 1 (Homo sapiens), P30989; NTR1-U2OS beta-arrestin-GFP spot imaging, agonist mode; activation, % at 20 µM; actives 0.17% (n = 330,000);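 active = activation at or above 40% of the spot to cytoplasm intensity ratio, with at least 20 cells analyzed; inconclusive = wells under 20 cells, flagged as cytotoxic or low count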;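 note: 0% = DMSO without peptide and 100% = 100 nM NTR1 peptide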
Target sequence (P30989 whole entry, looked up): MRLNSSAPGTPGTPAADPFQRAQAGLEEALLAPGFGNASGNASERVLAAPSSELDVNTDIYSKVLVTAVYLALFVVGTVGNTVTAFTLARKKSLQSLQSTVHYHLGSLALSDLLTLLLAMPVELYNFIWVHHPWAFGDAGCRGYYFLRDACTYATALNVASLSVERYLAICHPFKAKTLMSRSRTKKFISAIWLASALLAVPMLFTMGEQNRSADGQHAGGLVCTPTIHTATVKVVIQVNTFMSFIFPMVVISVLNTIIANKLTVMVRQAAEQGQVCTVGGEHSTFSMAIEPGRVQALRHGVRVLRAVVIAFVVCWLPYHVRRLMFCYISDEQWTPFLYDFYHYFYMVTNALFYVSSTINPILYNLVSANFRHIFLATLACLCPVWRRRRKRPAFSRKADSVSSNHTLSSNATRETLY
T cell HTS: modulators of CD8 T cell-vesicle binding, primary screen, mouse 2C CD8+ T cells, flow cytometry; 2C CD8+ T cell-vesicle binding; hits give low values; calls only at 7 µM; actives 0.068% (n = 330,000); AID 2052, 2009;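 active = response, share of CD8 T cells binding vesicles, and their 90th percentile fluorescence all below set limits, cut at about 80% in these data, passing the limit was not always enough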
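System: murine 2C transgenic CD8+ T lymphocytes; also added: QL9-loaded Drosophila micro-vesicles; times: binding 1.5 h at 37 °C; measured by: flow cytometry, PE anti-B7-1 (FL2) versus Alexa647 anti-CD8 (FL8), PFA-fixed; control set: Peptide-free naked vesicles (low) and QL9 vesicles with 0.7% DMSO vehicle (high)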
UTI89 phage lysis: inhibition of K1F phage lysis, E. coli UTI89, bacterial capsule biogenesis inhibitors, alamar blue (AID 488966); E. coli UTI89 K1F phage lysis, alamar blue, 2 h; higher % means a stronger effect; inhibition, % at 100 µM, or IC50 in µM where a hit was titrated; actives 0.02% (n = 340,000);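 active = phage lysis inhibition, versus mean bacterial control, above a set limit; inconclusive = no clear call, values can overlap the other calls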;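 note: capsule biogenesis inhibitors block K1F phage lysis so surviving cells raise fluorescence; higher fluorescence means more inhibition of phage lysis; actives were called in the ten point dose series up to 300 µM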
TNAP activation fold: human TNAP enzyme activators, primary screen, biochemical, luminescent, no phosphate acceptor, uHTS (AID 1001); Alkaline phosphatase, tissue-nonspecific isozyme (Homo sapiens); purified TNAP, luminescent activation assay, no phosphate acceptor; higher activation fold means a stronger effect; activation fold at 20 µM; hits with a dose series show EC50 in µM; actives 0.03% (n = 200,000); in the data active = activation fold from about 3, or a potency from the dose series; inactive = the rest, 99 in 100 with activation fold below about 1.6; note: many of its hits are not listed in these tables
RSV CPE inhibition: RSV antiviral activity via CPE protection, HEp-2 cells, primary 10 µM value included (AID 2391). CPE inhibition, % at 10 µM; hits with a dose series show IC50 in µM. HEp-2 cells, RSV-induced CPE inhibition; higher % means a stronger effect. actives 0.13% (n = 310,000); in the data active = a potency from the dose series; inconclusive = CPE inhibition mostly from about 23% at the one dose, without a potency; inactive = the rest, 99 in 100 with CPE inhibition below about 21%; note: strong numbers were not always called active
Salmonella PhoP GFP: inhibitors of PhoP regulon expression, primary screen, Salmonella Typhimurium, GFP reporter (AID 1863) | actives 0.16% (n = 300,000) | S. Typhimurium PhoP-regulated promoter GFP reporter, 4 h; higher % means a stronger effect | one-dose inhibition, % at 50 µM; IC50 in µM for titrated hits;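 active = inhibition over 29.93%, a cutoff 3 SD above the screen mean, later confirmed by dose response; inconclusive = inhibition over 29.93% but no dose response follow-up; inactive = inhibition at most 29.93% or unconfirmed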;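 note: 0% = low Mg2+ inducing control and 100% = high Mg2+ repressing control; strong numbers were not always called active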
T cell HTS vesicle-bound %: recorded beside T cell HTS, whose call it bears; double positive events, %; measured here: CD8+ vesicle-bound cell fraction;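 binding gate set so that unloaded-vesicle control wells show 10% double positive cells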
NTR1 agonist cell count 20 µM: recorded beside NTR1 agonist, whose call it bears; cell count; measured here: cell count, cytotoxicity flag
Myeloid diff MLP GFP+ MAC1+ %: also measured in Myeloid diff MLP; calls as there; GFP+ MAC1+ double positive, %; measured here: differentiation confirmed by MAC1 staining
The depositor's hits bear a star; i = inactive; ? = inconclusive; . = not tested or not shown; [ ] = another dose, or the depositor's remark.

mol	Myeloid diff MLP	Myeloid diff MLP GFP+ MAC1+ %	MgcRacGAP inhibition	Large T inhibition	NTR1 agonist	NTR1 agonist cell count 20 µM	T cell HTS	T cell HTS vesicle-bound %	UTI89 phage lysis	TNAP activation fold	RSV CPE inhibition	Salmonella PhoP GFP
O=C(CCn1nnc2ccccc2c1=O)NCC1CCC(C(=O)O)CC1 (centres undefined)	i	1.7	6%	1%	-1.8	49	i	37	0.1%	1.2	0.9%	-13%
COc1cc(OC)nc(NC(=O)CSc2nc3ccccc3o2)n1	i	3.0	8%	.	0.2	61	i	14	5.0%	1.1	1.4%	-2%
COc1cc(OC)cc(C(=O)N[C@H](C(=O)OCn2nnc3ccccc3c2=O)C(C)C)c1	i	0.5	3%	11%	3.2	69	i	41	0.2%	1.1	0.6%	-4%
CCOc1ccc(S(=O)(=O)Nc2nc3ccc(OC)cc3s2)cc1	i	0.8	11%	?	0.1	57	i	45	0.5%	1.1	3.5%	3%
Nc1nc(N)nc(COc2ccccc2)n1	i	0.4	5%	10%	0.8	49	i	49	-1.6%	1	-1.6%	-7%
CCN(CC(=O)Nc1sc2c(c1C#N)CCC(C)C2)CC(=O)NC1CCS(=O)(=O)C1 (centres undefined)	i	0.1	-4%	25%	2.1	80	i	32	-0.1%	1.1	3.5%	-5%
CCCNC(=S)N1CCC(C(=O)c2ccc3c(c2)OCCO3)CC1	i	0.7	5%	5%	-0.3	50	i	43	-0.5%	1.1	?	-10%
CCN(CC)c1ccc(S(=O)(=O)N2CCOCC2)cc1NC(=O)c1cc(=O)c2ccccc2o1	i	0.5	1%	5%	5.0	47	i	36	-0.5%	1.1	0.9%	2%
O=C(/C=C/c1ccc(Cl)cc1)Nn1c(-c2cccs2)nc2ccccc2c1=O	i	0.4	1%	-7%	0.4	69	i	26	0.4%	1.2	3.1%	12%
COC(=O)COc1ccc(C(=O)Cn2c(NCCCO)nc3ccccc32)cc1	?	.	10%	9%	1.8	34	i	31	1.2%	.	2.4%	.
CC(=O)Nc1ccc(S(=O)(=O)N[C@@H](C)C(=O)OCc2cc([N+](=O)[O-])cc3c2OCOC3)cc1	i	0.5	-3%	24%	-2.3	62	i	25	0.1%	.	-0.1%	-8%
CC(=O)/C(C#N)=C1\NC(=O)C(Cc2ccccc2)S1 (centres undefined)	i	1.0	9%	2%	-0.1	79	i	28	0.9%	1.1	5.1µM*	-16%
CCOc1ccc(NC(=O)C2=C(C)NC(=S)NC2c2ccc(O)c(OC)c2)cc1 (centres undefined)	i	0.6	16%	10%	-0.6	47	i	41	-0.2%	1	0.4%	12%
CCC(C)NC(=O)Cn1cnc([N+](=O)[O-])c1 (centres undefined)	i	0.2	17%	-5%	1.1	85	i	65	0.2%	1.1	1.2%	2%
O=c1[nH]c(-c2ccccn2)cc2ccccc12	i	0.6	13%	-12%	-0.8	58	i	26	-0.9%	0.8	2.8%	-1%
CCC(=O)N(C)CCc1cc2c(c(OC)c1/C=N/Nc1ccc(C(=O)O)cc1)OCO2	i	0.4	12%	8%	-0.1	62	i	34	1.2%[50 µM]	.	1.8%	0%
O=C(CCNC(=O)c1ccc([N+](=O)[O-])cc1)NNC(=O)c1ccccc1F	i	0.6	-2%	.	-1.1	62	i	56	1.2%[50 µM]	.	0.6%	.
C=CCn1c(=O)c2c(nc3n2CCN3c2cccc(Cl)c2C)n(C)c1=O	i	0.9	7%	5%	-0.6	83	i	29	0.3%	1.1	6.1%	-14%
Cc1nnc(SC(C)C(=O)Nc2ncc(Cl)cc2Cl)n1Cc1ccccc1 (centres undefined)	i	1.6	5%	4%	-0.8	30	i	14	-0.1%	1.1	.	3%
COc1cc(C)c(CN2CCC(n3nccc3NC(=O)C3CC3)CC2)cc1C	i	0.7	6%	9%	-0.1	63	i	67	0.2%	.	0.3%	-9%
CC(=O)NS(=O)(=O)c1ccc(NC(=O)[C@@H]2CCCN2S(=O)(=O)c2ccc(Cl)cc2)cc1	i	0.1	3%	.	0.2	71	i	35	0.5%[50 µM]	.	.	.
Cc1nc2c(C)cccn2c1C(=O)N/N=C/c1ccccc1[N+](=O)[O-]	i	0.6	1%	6%	5.9	52	i	19	0.5%	.	1.1%	-9%
CCN1CCN(c2nn3c(=O)c4ccccc4nc3c3ccccc23)CC1	i	0.4	14%	8%	2.0	52	i	50	1.0%	1	16%	-5%
O=C(CNc1ccccc1)N/N=C/c1ccc([N+](=O)[O-])o1	i	0.6	12%	29%	3.1	92	i	28	0.9%	1	-0.8%	-54%
Cc1ccc(C)c(NC(=O)c2cc(S(=O)(=O)N3CCCCC3)ccc2N2CCOCC2)c1	i	0.6	2%	.	3.4	13	i	44	0.4%	.	1.9%	.
Cc1ccccc1CS(=O)(=O)Cc1ccc(C(=O)NCCCN2CCOCC2)o1	i	0.4	7%	10%	0.6	67	i	5	2.0%[50 µM]	1.1	0.4%	6%
Fc1cccc(NCCc2c[nH]c3ccccc23)n1	i	0.4	-1%	17%	1.2	92	i	43	0.1%	.	3.0%	-2%
COc1ccc(-c2cc(=Nc3ccc(C(=O)O)cc3)c3cc(C)ccc3o2)cc1	i	0.3	2%	5%	3.1	62	i	35	-0.3%	1.1	10%	-7%
O=c1c2cnn(-c3ccccc3)c2nc(-c2cccs2)n1-c1ccc(Cl)cc1	i	0.4	10%	2%	17	47	i	33	-0.2%	1	2.5%	3%
CC(C)(C)c1cc(CN(CCO)CCO)c(O)c(C(C)(C)C)c1	i	0.6	3%	1%	26	71	i	35	0.3%	.	9.6%	-10%

The list goes on; it opens with the 2 that closed the last part.
mol	Myeloid diff MLP	Myeloid diff MLP GFP+ MAC1+ %	MgcRacGAP inhibition	Large T inhibition	NTR1 agonist	NTR1 agonist cell count 20 µM	T cell HTS	T cell HTS vesicle-bound %	UTI89 phage lysis	TNAP activation fold	RSV CPE inhibition	Salmonella PhoP GFP
O=c1c2cnn(-c3ccccc3)c2nc(-c2cccs2)n1-c1ccc(Cl)cc1	i	0.4	10%	2%	17	47	i	33	-0.2%	1	2.5%	3%
CC(C)(C)c1cc(CN(CCO)CCO)c(O)c(C(C)(C)C)c1	i	0.6	3%	1%	26	71	i	35	0.3%	.	9.6%	-10%
Cc1nc(SCC(=O)N2CCOCC2)c2ccsc2n1	i	0.9	10%	85%	1.2	68	i	29	1.3%	1.1	1.4%	-7%
CCOC(=O)c1cc(NC(=O)Nc2ccc(Br)cc2)c(C)nc1C	i	0.5	2%	4%	5.2	82	i	55	0.9%	1.2	?	4%
CC(=O)c1ccc(NC(=S)N(CCCN(C)C)Cc2ccccc2)cc1	i	0.4	12%	5%	1.0	58	i	17	0.2%	.	-1.4%	-3%
COC(=O)c1ccccc1NC(=O)NCc1c(C)nn(C)c1C	i	0.4	-9%	12%	-0.4	67	i	52	0.1%	1	0.5%	3%
Cc1coc(=N)n1CC(=O)c1ccc(Cl)cc1	i	0.1	.	3%	-0.2	89	.	.	.	1	.	9%
COc1ccc(-c2sc3cc(OC)c(OC)cc3c2C#CC(C)(C)O)cc1	i	0.7	8%	.	5.1	74	i	38	1.6%	.	-1.1%	.
CN1CCN(C(=O)c2cc3nc(-c4ccc(F)cc4)cc(C(F)(F)F)n3n2)CC1	i	1.2	9%	10%	0.7	48	i	44	0.3%	1.2	0.4%	2%
CC(C(=O)NC1CCCCC1)N1C(=O)c2cccc3cccc1c23 (centres undefined)	i	0.9	8%	8%	1.2	57	i	65	-0.2%	.	5.9%	4%
CCOC(=O)c1cc(-c2ccccc2)n(CC(=O)Nc2ccc(OC)cc2)c1C	i	1.5	7%	11%	4.0	69	i	38	5.0%	1	2.9%	-13%
COc1cccc(OC)c1OCCCN1CCOCC1	i	1.1	162µM*	4%	0.1	42	i	37	0.0%	1.1	-0.5%	8%
COc1ccccc1NC(=O)c1cc(=O)[nH]c2ccccc12	i	0.5	14%	-2%	-0.4	56	i	20	0.2%	.	1.7%	5%
C[C@H](CO)N1C[C@H](C)[C@@H](CN(C)Cc2ccc(C(=O)O)cc2)Oc2c(cccc2N(C)C)C1=O	i	0.4	5%	.	2.0	67	i	24	0.6%	.	.	.
CC/C(C)=C1\SC(N2CCN(C(C)=O)CC2)=NC1=O	i	0.5	0%	-3%	0.1	38	i	14	5.0%	1.1	2.6%	3%
Cc1ccc(C(=O)O)cc1NC(=O)CCc1ccccc1	i	0.4	3%	10%	1.4	58	i	29	-0.2%	1.1	0.3%	-6%
O=S(=O)(c1ccc2ccccc2c1)n1cnc2ccccc21	i	0.9	14%	1%	11	57	i	47	0.0%	1	0.2%	22%
CC(=O)Nc1cc(S(=O)(=O)Nc2ccccc2C)c(C)cc1C	i	0.2	-11%	8%	0.6	63	i	42	0.8%	1.1	2.2%	7%
Cc1cc(OCC(=O)Nc2cccnc2)c2c(C)c(C)c(=O)oc2c1	i	0.0	8%	13%	2.4	60	i	22	0.4%	.	3.0%	-4%
COC(=O)c1cc(N=CC2=C(O)CC(C)(C)CC2=O)cc(C(=O)OC)c1	i	0.4	8%	4%	1.6	74	i	59	0.1%	1	1.2%	25%
COc1ccc(CC(=O)OCC(=O)Nc2cc(Cl)ccc2C)cc1	i	0.3	-5%	.	0.8	45	i	36	-0.1%	.	.	.
CCCNC(=O)Cn1cnc2sc(C(=O)N3CCN(CCC)CC3)c(C)c2c1=O	i	0.5	4%	4%	-0.5	42	i	58	7.1%	1.1	0.2%	-7%
O=C(c1cc(C2CC2)on1)N1CCCC(N2CCN(c3cccc(C(F)(F)F)c3)CC2)C1 (centres undefined)	i	0.3	3%	9%	3.0	54	i	8	-0.1%	.	8.2%	-5%
